Screening results as filed in PubChem.
NLRP3 yeast inh: inhibitors of NALP3 inflammasome in yeast. Yeast reconstituted NLRP3/ASC/caspase-1, beta-gal luminescence, 24 h. inhibition, % at 10 µM. 330,000 compounds, 0.39% hits. AID 2825;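 active = inhibition of 50% or more; inactive = inhibition below 50%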;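 also: plate controls were induced DMSO wells for no effect and uninduced yeast grown without galactose for full effect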
SENP8 block-1: SENP8 protease inhibition; Q96LD8; purified SENP8, Z-RLRGG-aminoluciferin cleavage, luminescence; inhibition, % at 10 µM; 330,000 compounds, 1.2% hits; AID 2540; in the data active = inhibition above about 50%
Target sequence (Q96LD8 whole entry, looked up): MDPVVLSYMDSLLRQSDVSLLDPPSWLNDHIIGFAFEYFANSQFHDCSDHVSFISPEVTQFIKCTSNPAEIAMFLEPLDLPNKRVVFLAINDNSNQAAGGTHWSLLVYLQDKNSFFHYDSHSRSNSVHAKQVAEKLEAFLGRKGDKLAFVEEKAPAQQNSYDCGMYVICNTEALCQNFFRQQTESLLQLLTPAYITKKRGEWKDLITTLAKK
HKDC1 inh: HKDC1 (human) hexokinase inhibition. Q2TB90. recombinant HKDC1, G6PDH/diaphorase resazurin coupled fluorescence. inhibition, % at 20 µM. 340,000 compounds, 0.16% hits. AID 493160;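 active = inhibition above about 35% when tested at 20 µM, limit read from the data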;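 also: plate controls were DMSO wells with enzyme for no effect and DMSO wells lacking enzyme for full effect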
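Incubation: 90 min at room temperature in dark / Material: recombinant HKDC1 (HK5) hexokinase enzyme, produced in-house / Quantity: enzyme 5 µg/mL final / Compound: one dose of 20 µM, 1% DMSO / Reagent: glucose and ATP substrates / Buffer or medium: Tris pH 8.0 buffer with MgCl2, Tween-20, BSA, BME / Technique: resorufin fluorescence at 613 nm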
SENP8 block-2: SENP8 (human) protease inhibition | AID 602440 | Q96LD8 | inhibition, % at 20 µM | recombinant SENP8, Nedd8 substrate fluorescence | 360,000 compounds, 0.64% hits; in the data active = inhibition mostly above about 40%, no sharp cut-off; inactive = mostly below about 27%
Apaf-1 inh: blocks human Apaf-1 apoptosome activity; reconstituted apoptosome caspase-3 activity, DEVD-Rh110 fluorescence; 330,000 compounds, 0.71% hits; AID 489030; O14727; inhibition, % at 20 µM; active = inhibition of at least 40% at 20 µM;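 also: plate controls were DMSO wells for no effect and DEVD-CHO caspase inhibitor wells for full effect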
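System – cell-free apoptosome with Apaf-1, procaspase-3 and caspase-9 · Buffer or medium – pH 7.5 Hepes buffer with CHAPS, BSA, DTT · Also added – cytochrome c with DEVD-Rh110 · Times – 30 min compound preincubation, 50 min activation, room temperature · Technique – Rh110 fluorescence intensity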
SENP1 FRET inh: blocks the human SENP1 SUMO protease catalytic domain; Q9P0U3; 360,000 compounds, 0.21% hits; recombinant SENP1 catalytic domain, CyPet-SUMO1-YPet FRET cleavage; inhibition, % at 10 µM; AID 624204;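 active = inhibition at least 30% at 10 µM, raw YFP signal under a set limit, fluorescence ratio 0.5 to 1.5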;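 also: 0% = enzyme with DMSO and 100% = no enzyme wells; some results filed as inactive read as strong as hits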
Target sequence (Q9P0U3 419-644 limits assumed): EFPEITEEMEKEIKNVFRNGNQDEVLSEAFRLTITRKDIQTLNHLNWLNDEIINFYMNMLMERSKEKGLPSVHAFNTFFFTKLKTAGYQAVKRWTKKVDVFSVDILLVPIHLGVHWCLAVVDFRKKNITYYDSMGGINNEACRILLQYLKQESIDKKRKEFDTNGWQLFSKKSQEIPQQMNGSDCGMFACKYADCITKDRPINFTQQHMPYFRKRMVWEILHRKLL
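Test system: recombinant human SENP1 catalytic domain, His6-tagged / Medium: pH 8 Tris buffer with EDTA, NaCl, BME, BSA, NP40, catalase / Also added: SUMO1 FRET substrate flanked by Cypet and Ypet, 25 nM / Times: 50 min reaction at room temperature / Signal: FRET, CFP and YFP emission / Control set: no-enzyme low control and enzyme-plus-DMSO high control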
SENP7 inh: blocks the human protease SENP7; AID 434973; inhibition, % at 5 µM; Q9BQF6; recombinant SENP7, Z-RLRGG-aminoluciferin luminescence, 40 min; 330,000 compounds, 1.5% hits;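 active = inhibition above about 50% at the single test dose, limit read from the data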;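 also: plate controls were DMSO with enzyme for no effect and no enzyme buffer wells for full effect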
Target sequence (Q9BQF6 706-1050 limits assumed): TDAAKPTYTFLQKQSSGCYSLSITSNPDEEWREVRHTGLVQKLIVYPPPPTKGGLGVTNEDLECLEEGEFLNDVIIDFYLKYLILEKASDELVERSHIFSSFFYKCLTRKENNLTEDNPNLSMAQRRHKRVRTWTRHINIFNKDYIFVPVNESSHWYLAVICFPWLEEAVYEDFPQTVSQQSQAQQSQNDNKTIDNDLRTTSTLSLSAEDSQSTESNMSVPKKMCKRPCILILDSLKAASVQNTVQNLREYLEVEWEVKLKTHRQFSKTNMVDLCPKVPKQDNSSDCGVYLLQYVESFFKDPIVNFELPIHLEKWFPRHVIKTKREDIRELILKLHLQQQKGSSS
SENP6 block: blocks the human protease SENP6 | Q9GZR1 | inhibition, % at 10 µM | 330,000 compounds, 1.8% hits | Recombinant SENP6 catalytic domain, aminoluciferin luminescence | AID 2599;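 active = inhibition above about 50% at the single tested dose, limit read from the data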;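 also: plate controls were DMSO wells with enzyme for no effect and DMSO wells lacking enzyme for full effect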
PfGluPho inh: PfG6PD (Plasmodium falciparum) enzyme inhibition; 350,000 compounds, 0.78% hits; inhibition, % at 20 µM; AID 504690; PfGluPho enzyme, NADPH resazurin-diaphorase fluorescence;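 active = inhibition reaching at least a set limit at 20 µM in the primary screen, cut at about 59% in these data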;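 also: 0% = DMSO wells with substrate and 100% = DMSO wells lacking glucose-6-phosphate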
An asterisk follows results filed as active; . = not tested or not shown.

SMILES	NLRP3 yeast inh	SENP8 block-1	HKDC1 inh	SENP8 block-2	Apaf-1 inh	SENP1 FRET inh	SENP7 inh	SENP6 block	PfGluPho inh
COc1ccc(N2CCN(C(=O)C3CCN(S(=O)(=O)c4ccc(C)cc4)CC3)CC2)cc1	0	-1	-12	13	6	-1	-2	7	16
CCOCCCNC(=O)c1ccc(/C=C2\Oc3ccccc3N(C)C2=O)cc1	1	-11	11	-282	10	-17	-1	3	-12
COC(=O)c1cc(S(=O)(=O)N2CCN(c3ccc(F)cc3)CC2)c[nH]1	11	-6	3	7	11	1	6	-5	-12
CC(C)[C@]1(c2ccccc2)ON(c2ccccc2C(F)(F)F)C1=O	4	5	.	.	7	.	5	0	.
Cc1ccc(-c2cc(C(=O)N/N=C/c3c(C)nn(-c4ccccc4)c3C)n[nH]2)s1	.	.	0	-10	.	1	.	.	10
CC(=O)Nc1ccc(NS(=O)(=O)c2ccccc2)cc1	19	-1	-10	4	-3	8	2	-17	7
O=C(NCCNS(=O)(=O)c1ccccc1)c1ccc([N+](=O)[O-])cc1	22	-4	-8	13	6	1	7	1	-11
Cc1noc(C)c1S(=O)(=O)N1CCCC(C(=O)NCCC2=CCCCC2)C1 (stereo not given)	4	2	0	3	-8	-8	-2	-1	-10
COc1ccccc1CCNS(=O)(=O)c1cc2c3c(c1)CCN3C(=O)CC2	-4	4	-2	13	2	2	-5	2	-4
O=C(O)c1c[nH]c2c(C(F)(F)F)cccc2c1=O	-1	-7	2	0	-2	1	2	4	-45
Cc1c(F)cccc1NS(=O)(=O)c1ccc(N2CCCC2=O)cc1	.	.	0	9	.	-6	.	.	-20
CCc1nn(C(CC)C(=O)NCCCc2ccccc2)c(=O)c2cc3occc3n12 (stereo not given)	-16	1	-2	-1	21	-4	-13	6	-6
CCn1c(CC(=O)Nc2ccc(C)c(Cl)c2)nnc1SCCOc1ccc(OC)cc1	0	0	-10	15	-9	-1	-5	1	-3
CC1CN(c2ccccn2)C(C)CN1C(=S)Nc1ccccc1 (stereo not given)	.	.	3	1	.	9	.	.	0
O=C(NCCc1cn2ccccc2n1)C1CCCCC1	4	-2	-2	-39	4	-2	13	-15	-9
Cc1ccc(-c2[nH]c3ccccc3c2SCCN)cc1	45	-12	-5	-420	1	-26	-4	-13	24
O=C(COc1ncnc2sccc12)N1CCN(S(=O)(=O)c2ccc(Cl)cc2)CC1	6	-6	1	5	-6	-9	10	-12	-6
Cc1c(/C(O)=C2\C(=O)C(=O)N(CCN(C)C)C2c2ccco2)cnn1-c1ccccc1 (stereo not given)	-7	0	1	11	-4	-2	3	2	-19
CCN(CC)CCNC(=O)c1ccc(NC(=O)c2c(C)nn(-c3ccc(F)cc3)c2Cl)cc1	15	6	-5	7	2	-4	-2	18	12
CCC(c1nnc(SCC(=O)N2CC3(C)CC2CC(C)(C)C3)o1)N(C)C (stereo not given)	17	-5	0	1	12	-1	-6	-14	-5
COc1cc2cc(C[C@H](C)O)oc(=O)c2cc1OC	7	-8	1	-50	-4	1	6	-17	-14
COc1ccc(/C=C/C(=O)c2ccc([N+](=O)[O-])o2)cc1OC	50*	3	32	.	10	.	-5	5	77*
COc1ccc(C2(NC(C)=O)CCN(Cc3cccnc3)CC2)cc1	15	-2	-4	10	-3	-59	7	-7	8
Cc1[nH]c2ccccc2c1N=Nc1cccc(C(=O)O)c1	8	-5	-6	24	4	-2	12	-1	-17
NC(=O)C1CCN(c2nc(-c3ccccc3C(F)(F)F)cs2)CC1	9	-4	11	4	8	1	-4	-7	11
CCCNC(=O)C1CC(c2cccc(F)c2)=NO1 (stereo not given)	11	10	-2	18	9	1	5	1	-16
COc1cc(-c2cc(OC)c(O)c(OC)c2)cc(OC)c1O	.	.	4	22	.	-4	.	.	100*
CCS(=O)(=O)NCCc1csc(C)n1	-4	4	-6	8	-484	2	1	-1	-6
COc1ccccc1OCCCOc1c(Cl)cc(C)cc1Cl	-2	-10	-2	9	9	0	2	-22	7
CCCS(=O)(=O)N1CCC(Cc2ccc(OC)cc2)(C(=O)OCC)CC1	38	-1	-11	-13	-4	2	-2	4	3

Some of these compounds in order of their number in HKDC1 inh, falling:
smiles | NLRP3 yeast inh | HKDC1 inh | SENP1 FRET inh | SENP7 inh | SENP6 block | PfGluPho inh
COc1ccc(/C=C/C(=O)c2ccc([N+](=O)[O-])o2)cc1OC | 50* | 32 | . | -5 | 5 | 77*
Cc1c(/C(O)=C2\C(=O)C(=O)N(CCN(C)C)C2c2ccco2)cnn1-c1ccccc1 (stereo not given) | -7 | 1 | -2 | 3 | 2 | -19
COc1ccc(C2(NC(C)=O)CCN(Cc3cccnc3)CC2)cc1 | 15 | -4 | -59 | 7 | -7 | 8

(listing goes on)
SMILES	NLRP3 yeast inh	SENP8 block-1	HKDC1 inh	SENP8 block-2	Apaf-1 inh	SENP1 FRET inh	SENP7 inh	SENP6 block	PfGluPho inh
CC(C(=O)N1CCC(C(N)=O)CC1)N(c1ccc(Oc2ccccc2)cc1)S(C)(=O)=O (stereo not given)	-6	5	-12	8	-4	1	6	2	0
Cn1c2ccccc2c2cc(C(=O)N3CCN(CCO)CC3)sc21	11	-5	-4	-62	3	-4	-3	4	-4
NC(=S)N/N=C/c1ccc2c(c1)OCCO2	5	-4	11	3	-3	4	-3	-7	-9
O=C(CCNc1n[nH]c(=O)[nH]c1=O)N/N=C/c1ccccc1Br	15	-2	-5	3	-1	1	-2	-18	-3
CCOC(=O)c1c(-c2ccc(F)cc2)csc1NC(=O)C1CCCO1 (stereo not given)	22	-1	-4	12	17	0	5	-19	40
CCOc1ccc(NS(=O)(=O)c2ccc(C(=O)NCC(c3ccco3)N3CCCC3)cc2)cc1 (stereo not given)	20	0	3	-3	3	-3	1	8	-15
COC(=O)[C@@]1(Cc2ccc(F)cc2)[C@H]2c3cc(C(=O)N(C)C)n(CCc4ccccn4)c3C[C@H]2CN1C(=O)c1ccccc1	22	5	-3	.	13	.	-10	-1	-3
CCc1ccc(NC(=O)CSc2nc3ccccc3c(=O)n2CCN2CCOCC2)cc1	18	-3	-2	5	8	0	-2	-10	5
CCN(CC)S(=O)(=O)c1ccc(NC(=O)c2ccc(NS(C)(=O)=O)cc2)cc1	15	-4	1	-97	-6	1	0	-12	-5
Cc1nc(NC(C)c2ccccc2)sc1C(=O)Nc1ccccc1 (stereo not given)	-2	-13	-7	3	1	1	-1	-12	2
C/C(=N\NC(=O)c1ccc(Cl)cc1)c1cccc(NC(=O)C(C)C)c1	5	-2	4	12	-5	1	6	-8	-16
O=C1N(CN2CCC3(CC2)OCCO3)c2ccccc2C12OCCCO2	15	-6	11	12	3	0	3	-14	-6
Cc1ccc(NC(=S)NNC(=O)c2ccccc2O)c(C)c1	8	2	-36	-31	-8	0	13	-14	-52
C#CCOCCOCCOCCNc1nc(N2CCOCC2)nc(N2CCN(C(=O)[C@H](Cc3cc4ccccc4[nH]3)n3cc([C@@H](N)CC(C)C)nn3)CC2)n1	7	-18	6	-23	15	-22	-7	-32	7
Cc1ccc(SCCN2CCN(CC(C)C)CCC2=O)cc1	16	-1	-5	17	11	0	8	-9	9
Cc1ccc(NC(=O)COC(=O)Cn2cnc3c2c(=O)n(C)c(=O)n3C)cc1Cl	1	0	-6	-2	-6	1	-3	9	-1
CSCCC(NC(=O)COc1ccccc1)C(=O)N1CCN(c2cccc(C(F)(F)F)c2)CC1 (stereo not given)	.	.	2	20	.	2	.	.	17
COc1ccccc1/C=N/NC(=S)NCc1ccco1	36	-3	-3	-4	7	-3	7	-24	7
CCn1c(SCC(=O)c2ccccc2)nnc1-c1ccoc1C	19	-4	7	14	18	1	-2	-6	3
COC(=O)c1sccc1NC(=O)c1cccc(F)c1	3	-2	-3	32	-15	0	-1	-10	3
O=[N+]([O-])c1ccc(N/N=C\c2cccnc2)nc1	29	2	-6	-67	-5	-45	2	-21	7
Oc1c(C(c2cccs2)N2CCN(c3ccccc3)CC2)sc2ncnn12 (stereo not given)	4	-7	-7	26	0	0	0	-8	2
COc1ccc(C2=NN(c3nc(-c4ccc(CNC(C)=O)cc4)cs3)C(c3ccco3)C2)cc1 (stereo not given)	17	-6	-5	-331	6	-22	0	14	24
Cc1cccc(CS(=O)(=O)Cc2ccc(C(=O)NCCc3ccccc3)o2)c1	-1	7	-2	1	0	1	0	3	-10
O=C(CO/N=C/c1ccccc1)Nc1c(F)c(F)c(F)c(F)c1F	8	1	-4	15	-2	2	2	-1	-8
O=C(Nc1ccccc1Cl)c1ccc(-c2ccccn2)s1	35	8	1	-12	-5	-1	30	22	5
O=C(N/N=C/c1ccco1)c1ccccc1OCc1ccc(Br)cc1	5	3	2	-13	10	-6	0	-4	11
CC(C)(O)c1cn(-c2nonc2N)nn1	6	2	7	13	-18	3	8	8	8
CCCCNC(=O)Cc1c(OC)ccc2cc(Br)ccc12	3	-8	-13	-5	4	2	-2	-6	-3
CC(C)(C)n1nnnc1C(c1cccnc1)N1CCN(c2ccccc2F)CC1 (stereo not given)	5	5	-8	-2	-4	-1	0	11	3
C=CCN(c1ccc(Cl)cc1)S(=O)(=O)c1cccc(C(=O)O)c1	9	-15	5	9	3	2	-12	-12	-22
O=C(O)CC1(CC(=O)Nc2cc(F)ccc2Cl)CCCCC1	4	7	-1	9	-11	-2	6	-3	20
Cc1cccc2nc(CSc3nc4ccc([N+](=O)[O-])cc4[nH]3)cn12	22	-10	-16	0	3	0	-13	-9	22
O=C(NNC(=O)c1cccs1)c1ccccc1	12	-14	-12	7	7	-1	-13	-14	9
Cc1cccc(C)c1-n1c(C)cc(/C=N/NC(=O)CSc2ncccn2)c1C	7	0	-3	8	8	0	1	-6	19
O=C(Nc1c(C(=O)O)[nH]c2ccc(F)cc12)c1cccc(C(F)(F)F)c1	1	-5	1	11	3	0	6	-8	36
Cc1ccc(S(=O)(=O)N(CC(=O)NCCSCc2ccco2)c2ccc(F)cc2)cc1	23	-12	.	.	15	.	-3	-1	.
Cc1cccc(OCc2nnc(SCC(=O)N3CC(=O)Nc4ccccc43)o2)c1	9	-3	14	8	1	1	1	-5	4
O=C(Nc1cccc(Cl)c1)c1nc[nH]c1C(=O)N1CCN(c2ccccc2)CC1	14	11	-1	16	-2	3	2	0	7
O=C(O)CC(C(=O)N(c1ccccc1)c1ccccc1)N1CCOCC1 (stereo not given)	7	-2	-5	22	2	3	2	-10	-4
Cc1ccc(CN2CCSc3ccc(C(=O)NCCCN4CCN(C)CC4)cc32)cc1	6	7	0	-414	11	-2	3	9	9
Cc1nc(-c2ccc(S(=O)(=O)Nc3cccc(Cl)c3)cc2)co1	9	5	3	6	2	0	2	-3	-12
CC(=O)Nc1ccc(NC(=O)CSc2nnnn2-c2ccc3c(c2)OCCO3)cc1	-4	4	-8	11	-10	1	3	-9	3
Cn1cc(CN2CCN(Cc3ccccc3)CC2)c(-c2cccc(Cl)c2)n1	14	4	11	15	-2	3	3	17	-2
Cc1nnc(SCCC(=O)Nc2ccc(F)cc2)s1	2	-3	-7	17	0	0	2	1	-10
CCC(Oc1ccccc1C)C(=O)N1CCCN(C)CC1 (stereo not given)	4	3	-6	-2	-6	-1	-1	-12	6
